EWS-Fli block = blocks EWS/Fli oncoprotein-driven transcription | A673 NR0B1-luciferase reporter, viability-normalised | inhibition, % at 12.6 µM | 350,000 tested, 0.67% active;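 active = mean inhibition of at least 50% after viability correction, with every replicate also passing that limit; inconclusive = mean reaches 50% but only one of two replicates passes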;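 note: firefly luciferase signal divided by Alamar Blue viability fluorescence both relative to DMSO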
GSIS activator = primary screen for activators of insulin secretion dependent on glucose, INS-1E cells, GLuc reporter luminescence; AID 743287; activation, % at 16.6 µM; INS-1E GLuc reporter insulin secretion, 2-3 h; 370,000 tested, 0.61% active;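 active = lowest replicate activation of at least 40%, so every replicate reaches that level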;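 note: 0% = median of neutral control wells and 100% = median of IBMX positive control wells; some compounds called inactive have numbers as strong as hits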
XiGFP reactiv = X-chromosome reactivation activator; XiGFP mouse fibroblasts, % GFP-positive cells imaging, 3 d; cells co-treated with 5-aza-dC sensitizer; scaled so ellipticine positive control = 100%; activation, % at 7.58 µM; 360,000 tested, 0.055% active; AID 743238;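 active = mean normalized replicate activation at least 10% and every replicate at or above 10%; inconclusive = only one of the two criteria met; inactive = mean below 10% and not all replicates reach 10%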;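 note: 0% = median of on-plate neutral control wells and 100% = ellipticine 6 µM median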
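Schedule: 3 d treatment, 15 min room-temperature fixation; system: 68-5-11 XiGFP fibroblast line; buffer or medium: DMEM plus 5-aza-dC sensitizer; control set: ellipticine 6 µM positive control; compound: one concentration, pinned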
CFTR F508del cor = correctors of CFTR F508del function in bronchial epithelial cells | AID 720511 | CFBE cells, YFP halide quenching; stimulated with forskolin plus potentiator P3; % fluorescence drop versus neutral controls | 350,000 tested, 0.36% active | activity (quench increase), % at 7.58 µM;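 active = mean added fluorescence quench of at least 8% versus neutral control, with both replicates also reaching 8%; inconclusive = only one of the mean or replicate conditions met; inactive = mean below 8% and not both replicates reaching 8%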;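 note: cells transiently co-express mutant CFTR-F508del with the halide-sensitive YFP; corrector assay measuring rescue of mutant channel to the surface after 24 h compound exposure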
DENV2 CPE rescue = protects cells from dengue virus 2 cytopathic effect; DENV2-infected cells, cytopathic effect rescue, plate reader; CPE inhibition, % at 9.99 µM; 350,000 tested, 1.7% active; in the data active = CPE inhibition above about 20%, passing the limit was not always enough; inconclusive = no clear call, values can overlap the other calls; tested in BHK-21 cells;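 note: 0% = median of neutral control wells and 100% = median of positive control wells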
PAX8 inh HTS = inhibitors of PAX8 transcriptional activity in RMG-I cells. 360,000 tested, 1.2% active. inhibition, % at 12.6 µM. RMG-I TPO-luciferase reporter, SteadyGlo, 24 h;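 active = mean replicate inhibition at least 60% with every replicate also reaching 60%; inconclusive = only one of the two criteria is met; inactive = mean below 60% and not all replicates reaching 60%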;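 note: luciferase light reporting Pax8 driven TPO promoter activity; plate controls were median of neutral control wells for no effect and mitoxantrone controls for full effect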
ARNT TACC3 PPI = disruptors of human ARNT/TACC3 interaction; AlphaScreen His-ARNT PAS-B/GST-TACC3 binding, luminescence; TACC3 fragment carries E629A point mutation; inhibition, % at 9.99 µM; 390,000 tested, 0.66% active;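 active = mean inhibition of replicates at least 50% and at least half of replicates each reaching 50%; inconclusive = half or more replicates reach 50% but mean below 50%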;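 note: 0% = complete ARNT plus TACC3 wells and 100% = ARNT alone without TACC3; many hits fall short of the cut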
ERp5 inh = inhibitors of human ERp5 | Q15084 | ERp5 insulin aggregation, absorbance 650 nm, 90 min | inhibition, % at 9.99 µM | 350,000 tested, 0.05% active;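 active = mean replicate inhibition above about 25%, with every replicate also reaching it, limit read from the data, passing the limit was not always enough; inconclusive = only one of those two criteria met; inactive = neither criterion met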
Target sequence (Q15084 whole entry, looked up): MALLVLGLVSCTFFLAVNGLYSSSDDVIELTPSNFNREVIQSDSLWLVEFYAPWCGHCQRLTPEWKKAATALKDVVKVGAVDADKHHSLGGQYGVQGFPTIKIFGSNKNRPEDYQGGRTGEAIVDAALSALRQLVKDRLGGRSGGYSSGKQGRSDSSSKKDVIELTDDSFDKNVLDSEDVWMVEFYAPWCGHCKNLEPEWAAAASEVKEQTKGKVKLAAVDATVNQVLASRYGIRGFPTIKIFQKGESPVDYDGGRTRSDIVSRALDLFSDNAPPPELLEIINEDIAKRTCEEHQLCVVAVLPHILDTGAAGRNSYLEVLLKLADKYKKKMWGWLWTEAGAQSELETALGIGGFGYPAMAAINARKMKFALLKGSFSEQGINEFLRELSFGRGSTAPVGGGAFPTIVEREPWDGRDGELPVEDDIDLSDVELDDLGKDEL
* = called active by the depositor; ? = inconclusive; . = not tested or not shown.

SMILES | EWS-Fli block | GSIS activator | XiGFP reactiv | CFTR F508del cor | DENV2 CPE rescue | PAX8 inh HTS | ARNT TACC3 PPI | ERp5 inh
CC1Cc2ccccc2N1S(=O)(=O)c1cccc(C(=O)Nc2cccnc2)c1 (stereo not drawn) | 5 | -4 | 0.0 | -0.2 | 5 | 18 | -2 | 6
CC(C)[C@H](NC(=O)N1CCn2c1nc1ccccc12)C(=O)N[C@H](C(=O)O)c1ccccc1 | -4 | 1 | . | 0.0 | -13 | . | -4 | -1
CCN(CC)S(=O)(=O)c1ccc(S(=O)(=O)NCC2CCCO2)cc1 (stereo not drawn) | 11 | -3 | 0.0 | 0.4 | -1 | -13 | -5 | -3
CC1Cc2ccccc2N1C(=O)CN(C)CC(=O)Nc1ccc(F)cc1 (stereo not drawn) | 1 | -36 | 0.0 | -1.1 | -7 | 19 | -7 | -17
CCCCNC(=O)NC(C(=O)OC)C12CC3CC(CC(C3)C1)C2 (stereo not drawn) | 0 | -10 | 0.0 | . | 2 | -1 | -9 | -3
NC(=O)c1ccccc1NC(=O)C1CCCO1 (stereo not drawn) | 2 | 19 | 0.3 | -5.0 | 3 | 10 | -3 | 1
CO[C@@H]1CN(C)C(=O)c2ccc(NC(=O)C3CC3)cc2OC[C@@H](C)N(C(=O)c2ccncc2)C[C@H]1C | -7 | 0 | 0.2 | 1.4 | -7 | 14 | 7 | -1
c1ccc2oc(SCc3cn4ccccc4n3)nc2c1 | -27 | 3 | . | -5.0 | 0 | . | 4 | 4
CO[C@@H]1CN(C)C(=O)c2ccc(NS(=O)(=O)CC(F)(F)F)cc2OC[C@@H](C)N(C(=O)c2ccc3c(c2)OCO3)C[C@@H]1C | -14 | -5 | 0.0 | -0.4 | . | -16 | . | .
CCCC#Cc1ccc2c(c1)O[C@H](CN(C)S(=O)(=O)c1cccc(OC)c1)[C@@H](C)CN([C@@H](C)CO)S2(=O)=O | -11 | -18 | -0.5 | 1.1 | . | -22 | . | .
CN(C(=S)NC(=O)c1ccccc1)c1c(N)n(Cc2ccccc2)c(=O)[nH]c1=O | 2 | 7 | 0.0 | 1.9 | 9 | 10 | 19 | 3
CC(C)NC(=O)N1CC2(C1)[C@H](c1ccccc1)[C@@H](CO)N2Cc1ccccc1 | -3 | 10 | 0.3 | 1.3 | 3 | -6 | . | 0
Cc1ccc(CN2CCN(C/C=C/c3ccc(F)cc3)CC2CCO)o1 (stereo not drawn) | 6 | -19 | -0.1 | 0.3 | -2 | 12 | 1 | -10
C[C@@H]1CN([C@@H](C)CO)C(=O)c2cc(C#CC3(O)CCCC3)cnc2O[C@@H]1CN(C)Cc1cncnc1 | -11 | 13 | -0.4 | -1.3 | 4 | . | 4 | -1
O=C(NCCN1CCOCC1)C(=O)NCC1OCCN1S(=O)(=O)c1cc(F)ccc1F (stereo not drawn) | -7 | 15 | 0.1 | -0.7 | 2 | -9 | 0 | 4
CCC(C)(C)NC(=O)Cn1c(-c2ccc(C)cc2)noc1=O | -4 | . | 0.0 | 3.1 | 4 | 10 | -13 | 2
CCOc1ccccc1NC(=O)CCNC(=O)c1ccc(Cl)cc1 | -2 | -7 | -0.1 | -0.8 | 4 | -5 | -1 | 0
CCCc1cn(CC[C@H]2CC[C@@H](NC(=O)C3CCCC3)[C@H](CO)O2)nn1 | 4 | -1 | 0.1 | -2.0 | -9 | 12 | -8 | 0
COc1ccc(C(=O)N2CCC3(CC2)NCCc2[nH]cnc23)cc1 | -1 | 21 | 0.2 | -0.4 | ? | -20 | -7 | -6
Cc1ccc(C(=O)NCCSC(C)(C)C)cc1[N+](=O)[O-] | . | 3 | 0.3 | . | . | -43 | -5 | .
COc1ccc(Nc2nnc(-c3ccc(C(=O)NCCO)cc3)c3ccccc23)cc1 | -14 | -4 | 0.1 | -1.4 | -8 | -6 | 14 | 9
Cc1ccc(Cl)cc1NC(=O)C1CCCN1S(=O)(=O)c1ccc(-c2ccc(=O)[nH]n2)s1 (stereo not drawn) | 6 | 10 | 0.1 | -3.0 | 3 | 11 | 0 | -2
CCCNC(=O)c1sc2c(c1C(=O)Nc1ccccn1)CCCC2 | 14 | -5 | -0.1 | 2.3 | 1 | 3 | 3 | -4
CCc1cc2ccc(C)cc2nc1SCC(=O)Nc1cc(OC)c(OC)cc1C(=O)O | . | 10 | 0.0 | . | . | 2 | -4 | .
O=C(NC(=S)N1CCN(c2ccc([N+](=O)[O-])cc2)CC1)c1ccccc1Cl | 5 | -3 | 0.1 | . | -8 | 38 | . | 1
O=C(CCCCCN1C(=O)c2cccc([N+](=O)[O-])c2C1=O)Nc1ccccc1F | -13 | 2 | 0.1 | 1.2 | 4 | 28 | 0 | -3
NC(=O)C1CCCN(C(=O)c2ccc3c(c2)NC(=O)CS3)C1 (stereo not drawn) | 6 | 3 | 0.3 | -2.9 | 4 | -1 | 1 | 1
COc1ccc(CCNCC(C)c2ccccc2)cc1 (stereo not drawn) | 13 | 2 | 0.0 | 5.0 | 5 | -4 | -4 | 1
COc1ccc(CNC(=O)Nc2ccc3c(c2)N(C)C(=O)CS3)cc1 | 4 | -1 | 0.4 | . | 6 | -13 | -15 | 8
O=C(c1cc(COc2ccc(F)cc2F)on1)N1CCOCC1 | . | -2 | 0.1 | -0.5 | 7 | -181 | 0 | 8
COc1ccc(OCC(=O)Nc2nc3cc4c(cc3s2)OCCO4)cc1 | -22 | -2 | 0.2 | 0.3 | 3 | . | -4 | 3
Cn1cnnc1SCc1ccc(C#N)cc1Cl | -2 | 5 | . | -0.2 | 4 | . | 3 | -5
Cc1cccc(Nc2ncnc(N)n2)c1 | -3 | 17 | 0.0 | -1.6 | -11 | 2 | -14 | 1
CCCCn1c(N)c(N(CC(C)C)C(=O)c2ccc(N(C)S(=O)(=O)c3ccc(C)cc3)cc2)c(=O)[nH]c1=O | 2 | 1 | -0.7 | -0.5 | 9 | 8 | -4 | 15
CO[C@H]1CN(C)C(=O)c2cc(NS(=O)(=O)c3cccc(C)c3)ccc2OC[C@H](C)NC[C@@H]1C | 0 | 2 | 0.1 | -1.6 | 2 | . | 3 | -9
CCCn1c(-c2cccc([N+](=O)[O-])c2)nc2c1c(=O)[nH]c(=O)n2Cc1ccccc1 | . | -10 | 0.1 | . | . | 10 | 4 | .
COC(=O)C[C@@H]1CC[C@@H](NS(=O)(=O)c2ccc(OC)cc2)[C@H](CO)O1 | -1 | -5 | -0.5 | -1.7 | -7 | -4 | 58* | ?
Cc1ccc(S(=O)(=O)N2[C@@H](c3ccc(F)cc3)C(C(=O)O)=CC[C@H]2c2cccc(Cl)c2)cc1 | -6 | -9 | -0.4 | 1.1 | ? | -17 | -4 | 4
CC(C)(C)OC(=O)NCc1ccc(CNC(=O)c2[nH]cnc2C(=O)Nc2ccccc2F)cc1 | 34 | -25 | 0.0 | 2.8 | -12 | 0 | . | 6
C/C=C(\C)C(=O)N1CCC(C(=O)c2ccccc2)CC1 | -6 | -3 | 0.1 | -0.4 | 1 | -9 | -7 | 2
CC(=O)N1CCc2c(sc(NC(=O)Cc3ccccc3)c2C#N)C1 | 0 | 13 | 0.2 | 1.9 | -5 | -8 | 0 | -8
Cc1ccccc1NS(=O)(=O)c1ccc(C(=O)NCCCN2CCCC2=O)cc1 | -2 | -6 | 0.0 | -2.3 | 3 | -7 | -2 | 5
COc1ccc(CNC(=O)Cn2c(=O)n(CC(=O)N3CCCCC3)c(=O)c3sccc32)cc1 | . | 9 | 0.0 | -4.4 | 0 | 9 | -1 | .
C[C@@H]1CN([C@@H](C)CO)C(=O)c2cc(NS(=O)(=O)c3cn(C)cn3)ccc2O[C@@H]1CN(C)S(=O)(=O)c1cccs1 | 10 | 17 | -0.2 | 0.3 | 1 | . | -8 | -5
C[C@H](CO)N1C[C@H](C)[C@H](CN(C)C(=O)C2CCC2)Oc2cc(-c3cccnc3)ccc2S1(=O)=O | -5 | 2 | -0.8 | -4.2 | -3 | . | 16 | -2
O=C(CCCSc1ccccc1)Nc1ccc(Cl)c(S(=O)(=O)N2CCOCC2)c1 | 17 | -11 | -0.1 | 2.2 | 6 | 22 | . | -3
NC(=O)Cn1cc(C(=O)C(=O)N2CCOCC2)c2ccccc21 | 3 | -7 | 0.0 | -3.5 | -2 | 10 | -25 | -6
Cc1nnc(SCC(=O)Nc2sccc2C(N)=O)n1Cc1ccccc1 | -4 | -4 | . | 2.9 | 2 | . | 0 | 5
COc1cccc(NC(=O)c2nnn(CC(=O)Nc3cc(C)cc(C)c3)c2N)c1 | -1 | 5 | 0.0 | -2.2 | -2 | -1 | 2 | -6
CO[C@@H]1CN(C)C(=O)c2cc(NS(=O)(=O)c3ccccc3)ccc2OC[C@H](C)NC[C@@H]1C | -7 | 8 | 0.1 | 0.6 | -11 | -16 | 3 | -3

Three entries drawn at random from those above:
SMILES | EWS-Fli block | GSIS activator | XiGFP reactiv | CFTR F508del cor | DENV2 CPE rescue | PAX8 inh HTS | ARNT TACC3 PPI | ERp5 inh
CO[C@@H]1CN(C)C(=O)c2cc(NS(=O)(=O)c3ccccc3)ccc2OC[C@H](C)NC[C@@H]1C | -7 | 8 | 0.1 | 0.6 | -11 | -16 | 3 | -3
NC(=O)Cn1cc(C(=O)C(=O)N2CCOCC2)c2ccccc21 | 3 | -7 | 0.0 | -3.5 | -2 | 10 | -25 | -6
CC(=O)N1CCc2c(sc(NC(=O)Cc3ccccc3)c2C#N)C1 | 0 | 13 | 0.2 | 1.9 | -5 | -8 | 0 | -8

Next section:
SMILES | EWS-Fli block | GSIS activator | XiGFP reactiv | CFTR F508del cor | DENV2 CPE rescue | PAX8 inh HTS | ARNT TACC3 PPI | ERp5 inh
CO[C@H]1CN(C)C(=O)c2ccc(NC(=O)c3cc(C)on3)cc2OC[C@@H](C)N(CC2CC2)C[C@@H]1C | -3 | 15 | -0.3 | -3.5 | -11 | 2 | -5 | -2
Cc1ccc(-c2c(C#N)c(N)nc3c2CCCC3)o1 | 1 | -9 | 0.2 | -0.2 | -1 | -8 | -4 | -4
O=C(O)c1[nH]c2ccccc2c1NS(=O)(=O)c1ccc(F)cc1 | -13 | 8 | 0.1 | 0.3 | 2 | 38 | -2 | -1
COc1ccc(C(O)(CCC(C)C)C(CN2CCOCC2)c2ccc(Cl)cc2)cc1 (stereo not drawn) | -10 | -33 | 0.0 | 1.4 | -5 | 23 | -1 | -1
O=C(C[C@@H]1C[C@H]2c3cc(NC(=O)CC4CC4)ccc3O[C@H]2[C@@H](CO)O1)NCc1ccccc1 | 1 | -8 | 0.4 | -2.6 | -8 | 0 | -6 | -3
O=C(O)CNC(=S)NCc1ccccc1 | -8 | -3 | -0.1 | -0.7 | -7 | -3 | 6 | 0
OCCNCc1ccc(-c2ccccc2)cc1 | 2 | 22 | 0.2 | . | 4 | -3 | -3 | -1
C=C(C)c1cccc(C(C)(C)NC(=O)Nc2nncs2)c1 | -2 | 25 | -0.2 | -0.8 | 11 | -9 | -6 | -15
CCOc1ccccc1-c1cnc(NC)cn1 | -7 | 0 | -0.1 | 1.0 | 3 | 11 | . | 0
O=C1COc2ccc(C(=O)COC(=O)c3ccco3)cc2N1 | -2 | -5 | -0.2 | 0.2 | 11 | -17 | -11 | 0
O=Cc1ccc(-c2ccccc2C(=O)O)o1 | 2 | -9 | 0.0 | 1.1 | 0 | -28 | . | -5
CCc1nc2ccccc2c(C(=O)OCC(=O)C(C)(C)C)c1C | 5 | 1 | 0.0 | -7.7 | -10 | 2 | -15 | -7

Source: PubChem BioAssay (Broad Institute)

Rows are unselected; overall some 4.2% were active at least once.
